From PubChem
UTI89 phage lysis = inhibition of K1F phage lysis, E. coli UTI89, bacterial capsule biogenesis inhibitors, alamar blue (AID 488966); E. coli UTI89 K1F phage lysis, alamar blue, 2 h; higher % means a stronger effect; inhibition, % at 100 µM; hits with a dose series show IC50 in µM; 340,000 compounds, 0.02% hits;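 active = phage lysis inhibition, versus mean bacterial control, above a set limit; inconclusive = no clear call, values can overlap the other calls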;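 also: capsule biogenesis inhibitors block K1F phage lysis so surviving cells raise fluorescence; higher fluorescence means more inhibition of phage lysis; actives were called in the ten point dose series up to 300 µM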
HIV peptide binding = inhibitors of HIV fusion peptide binding, primary screen, biochemical, uHTS, fluorescence dequenching (AID 1986); cell-free peptide binding, fluorescence dequenching, 30 min; higher % means a stronger effect; one-dose inhibition, % at 20 µM; IC50 in µM for titrated hits; 290,000 compounds, 0.3% hits; in the data active = inhibition mostly above about 52%, no sharp cut-off; inactive = mostly below about 76%; also: some results filed as inactive read as strong as hits
GPR55 antagonists = GPR55 antagonists blocking LPI-driven arrestin recruitment, primary screen, imaging, U2OS, beta-arrestin-GFP, LPI agonist (AID 2013). G-protein coupled receptor 55 (Homo sapiens). U2OS GPR55 beta-arrestin-GFP translocation imaging, LPI antagonism; higher % means a stronger effect. one-dose inhibition, % at 10 µM; IC50 in µM for titrated hits. 290,000 compounds, 0.13% hits;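 active = spots per cell inhibited over 60%, with over 100 cells counted and total cytoplasm intensity under 500,000; inconclusive = wells with under 100 cells, flagged as likely toxic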;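 also: U2OS cells stably carrying GPR55 and arrestin-GFP stimulated by 5 µM LPI near EC80; imaged beta-arrestin-GFP aggregate spots per cell after agonist stimulation; plate controls were LPI-stimulated DMSO wells for no effect and DMSO wells without LPI for full effect; some results filed as inactive read as strong as hits; confirmed hits need IC50 under 10 µM and bright autofluorescent wells are also inconclusive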
GPR55 beta-arrestin = GPR55 agonists via beta-arrestin recruitment, primary screen, imaging, U2OS cells, beta-arrestin-GFP redistribution (AID 1961); G-protein coupled receptor 55 (Homo sapiens); U2OS GPR55 beta-arrestin-GFP redistribution imaging; higher % means a stronger effect; activation, % at 10 µM; hits with a dose series show EC50 in µM; 290,000 compounds, 0.048% hits;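 active = activation above 40% with more than 50 cells counted in the well; inconclusive = wells holding fewer than 50 cells, flagged as toxic or sparse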;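 also: U2OS osteosarcoma cells stably expressing GPR55 and beta-arrestin-GFP; plate controls were DMSO negative control for no effect and LPI positive control for full effect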
AID2073 = inhibitors of Mint1-CaV2.2 protein interaction, biochemical, HTRF (AID 2073); Voltage-dependent N-type calcium channel subunit alpha-1B (Homo sapiens); HTRF protein-protein interaction, Mint1-CaV2.2; higher % means a stronger effect; one-dose inhibition, % at 20 µM; IC50 in µM for titrated hits; 290,000 compounds, 0.19% hits; in the data active = inhibition mostly above about 51%, no sharp cut-off; inconclusive = no clear call, values can overlap the other calls; inactive = mostly below about 53%; also: some results filed as inactive read as strong as hits
Dengue-2 NS5 capping = Dengue-2 NS5 methyltransferase inhibitors, primary screen, biochemical, confirmation dose response (AID 588689) | Dengue-2 NS5 methyltransferase capping enzyme assay, biochemical; higher % means a stronger effect | Genome polyprotein (Dengue virus type 2 (strain 16681-PDK53)) | 340,000 compounds, 0.3% hits | one-dose inhibition, % at 25 µM; IC50 in µM for titrated hits; in the data active = a potency from the dose series; inconclusive = inhibition above about 29% without an active follow-up result
NTR1 ag = agonists of NTR1, primary screen, imaging, U2OS cells, beta-arrestin-GFP, high content (AID 493036). Neurotensin receptor type 1 (Homo sapiens), P30989. NTR1-U2OS beta-arrestin-GFP spot imaging, agonist mode. activation, % at 20 µM. 330,000 compounds, 0.17% hits;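 active = activation at or above 40% of the spot to cytoplasm intensity ratio, with at least 20 cells analyzed; inconclusive = wells under 20 cells, flagged as cytotoxic or low count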;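 also: 0% = DMSO without peptide and 100% = 100 nM NTR1 peptide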
Target sequence (P30989 whole entry, looked up): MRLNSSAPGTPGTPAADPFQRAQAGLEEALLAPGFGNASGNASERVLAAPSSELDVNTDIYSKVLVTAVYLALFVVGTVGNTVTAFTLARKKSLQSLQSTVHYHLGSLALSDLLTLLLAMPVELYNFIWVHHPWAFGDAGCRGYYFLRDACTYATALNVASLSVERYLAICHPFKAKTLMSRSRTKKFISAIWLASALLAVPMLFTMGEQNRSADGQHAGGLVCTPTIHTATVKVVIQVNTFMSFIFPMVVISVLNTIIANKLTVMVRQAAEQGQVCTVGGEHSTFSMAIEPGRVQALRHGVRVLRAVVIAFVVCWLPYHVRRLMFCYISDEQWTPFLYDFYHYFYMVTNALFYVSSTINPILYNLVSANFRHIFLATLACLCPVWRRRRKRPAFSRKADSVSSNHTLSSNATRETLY
Siah-1 displacement = Siah-1 peptide-binding antagonists, primary screen, biochemical, fluorescence polarization, rhodamine-plectin, uHTS (AID 1817). E3 ubiquitin-protein ligase SIAH1 (Homo sapiens). Siah-1 / rhodamine-plectin peptide fluorescence polarization; higher % means a stronger effect. displacement, % at 20 µM; hits with a dose series show IC50 in µM. 290,000 compounds, 0.02% hits;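 active = displacement of at least 50% at 20 µM, with a fluorescence ratio check between 0.3 and a set limit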;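 also: plate controls were Siah plus tracer with DMSO for no effect and tracer alone without Siah for full effect; strong numbers were not always called active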
GPR35 arrestin U2OS = GPR35 antagonists blocking zaprinast-driven arrestin recruitment, primary screen, imaging, U2OS, beta-arrestin-GFP, zaprinast agonist (AID 2058) | G-protein coupled receptor 35 (Homo sapiens) | U2OS GPR35 beta-arrestin-GFP translocation imaging, zaprinast antagonism; higher % means a stronger effect | inhibition, % at 10 µM, or IC50 in µM where a hit was titrated | 290,000 compounds, 0.052% hits;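 active = inhibition of at least 50% with at least 30 cells and total cytoplasm GFP at most 10,000,000; inconclusive = under 30 cells or total GFP of 10,000,000 plus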
NTR1 ag cell count 20 µM = also measured in NTR1 ag; calls as there; cell count; measured here: cell count, cytotoxicity flag
Dengue-2 NS5 capping pilot replicate = second read-out of Dengue-2 NS5 capping, no call of its own (marks repeat the call); inhibition, %; measured here: pilot screen replicate inhibition
The depositor's hits bear a star; ? = inconclusive; . = no result given; [ ] = dose if it differs, or a comment.

SMILES	UTI89 phage lysis	HIV peptide binding	GPR55 antagonists	GPR55 beta-arrestin	AID2073	Dengue-2 NS5 capping	NTR1 ag	NTR1 ag cell count 20 µM	Siah-1 displacement	GPR35 arrestin U2OS	others
COc1ccc(OC)c(CN2CCCC(CO)C2)c1 (stereo unspecified)	2.8%[50 µM]	-0.7%	-6%	-0.2%	?	-1%	0.2	53	0%	-13%
O=C(CN1CCC(C(O)(c2ccccc2)c2ccccc2)CC1)Nc1cc(Cl)ccc1Cl	3.8%	1.6%	5%	0.2%	17%	-1%	5.0	35	-8%	20%
O=C(CN1C(=O)C2C3C=CC(C3)C2C1=O)Nc1nc(SCc2ccc(Cl)cc2)n[nH]1 (stereo unspecified)	-0.3%	-1.5%	7%	-0.2%	-4%	-6%	-1.2	80	9%	10%
O=S(NC1CCCCC1)C12CC3CC(CC(C3)C1)C2 (stereo unspecified)	3.7%	-2.1%	-6%	0.4%	-7%	5%	2.8	80	0%	-12%
Cc1nn(Cc2ccccc2)c(Cl)c1C(=O)OCc1nnc(-c2ccccc2)o1	0.0%	3.8%	0%	-0.3%	0%	-1%	6.0	76	1%	-17%
Cc1cc(C)c2c(N)c(C(=O)c3ccccc3)sc2n1	.	3.1%	11%	0.4%	2%	.	2.0	53	-6%	-7%
CCCCn1c(SCc2nc(N)nc(N3CCCCC3)n2)nc2c1c(=O)n(C)c(=O)n2C	1.6%[50 µM]	2.6%	-6%	0.1%	8%	1%	4.3	40	2%	10%
CN1CCN(C(=O)CN(Cc2ccccc2)S(C)(=O)=O)CC1	0.1%	-1.0%	4%	-0.1%	-6%	-4%	0.9	55	5%	2%
CC(=O)Nc1ccc(C(=O)/C=C/c2ccc[nH]2)cc1	-0.3%	11%	8%	-0.2%	-37%	-11%	0.0	56	-1%	-4%
Cn1c(/C(C#N)=C/C2CC=CCC2)nc2ccccc21 (stereo unspecified)	4.7%	0.6%	8%	0.2%	14%	-12%	1.1	46	-5%	-5%
CSCC(C)N1CCC(N2CCC(C(=O)NCc3ccccn3)CC2)CC1 (stereo unspecified)	2.2%[50 µM]	3.3%	9%	-0.2%	-1%	1%	-0.6	57	15%	0%
NC(=O)c1nsc(C(=O)N(CC(=O)NCc2ccccc2)c2cccc(F)c2)c1N	-1.9%	2.0%	8%	-0.4%	6%	-4%	-1.5	45	3%	7%
Cc1ccc(C)c(C(C)NC(=O)Cc2cccs2)c1 (stereo unspecified)	-1.7%	0.3%	-4%	-0.1%	9%	2%	1.3	45	2%	8%
c1cn2c(NC3CCCC3)c(-c3ccc(N4CCOCC4)cc3)nc2cn1	2.1%	1.5%	-5%	-0.2%	26%	-6%	-0.9	44	1%	17%
CC(C)C(c1nnnn1C1CCCCC1)N1CCN(C(=O)c2ccco2)CC1 (stereo unspecified)	1.1%	1.6%	0%	-0.1%	6%	-3%	0.2	54	-5%	9%
CC1CCN(Cc2c(C(=O)N/N=C/c3ccc(C(C)(C)C)cc3)nnn2-c2nonc2N)CC1	0.2%	0.2%	-1%	-0.2%	4%	-3%	3.7	56	10%	1%
Cc1ccc(CSCC(=O)Nc2c(C)n(C)n(-c3ccccc3)c2=O)cc1	0.7%	1.3%	21%	0.1%	-4%	-9%	-0.4	55	3%	2%
CC(=O)C1C(c2ccncc2)NC(=O)NC1(O)C(F)(F)F (stereo unspecified)	3.8%	-0.3%	8%	0.9%	2%	-1%	-0.5	57	18%	-9%
CC(C)(C)NS(=O)(=O)c1ccc(CCC(=O)NCc2ccc3c(c2)OCO3)cc1	0.7%[50 µM]	-2.5%	11%	0.1%	4%	-6%	0.3	60	-4%	2%
COc1nc(NCCC2=CCCCC2)nc(OC)n1	0.3%	-4.5%	5%	-0.1%	-3%	-13%	-0.8	77	2%	-2%
CCCn1c(=O)c(C(=O)NNS(=O)(=O)c2ccc(NC(=O)OC)cc2)c(O)c2ccccc21	0.1%	0.8%	4%	-0.2%	4%	1%	-1.9	44	8%	-15%
CCNc1nnc(CSc2nc3ccccc3s2)s1	-0.2%	-1.9%	14%	-0.3%	-18%	-7%	-0.5	87	-5%	-5%
Cc1ccccc1-c1cc(C(=O)Nc2nc3c(s2)CCCC3)c2ccccc2n1	-0.2%	6.1%	13%	-0.1%	29%	-3%	-0.5	66	-4%	0%
Cc1ccc(C2CC(c3cccc(Br)c3)n3nc(N)nc3N2)cc1 (stereo unspecified)	-5.2%	-0.4%	-4%	-0.3%	-4%	-6%	0.4	56	6%	-2%
O=C(/C=C/c1ccco1)N(c1ccccn1)c1ccccn1	0.1%	37%	2%	0.5%	62%	-9%	-0.1	42	23%	4%

Next results follow.
SMILES	UTI89 phage lysis	HIV peptide binding	GPR55 antagonists	GPR55 beta-arrestin	AID2073	Dengue-2 NS5 capping	NTR1 ag	NTR1 ag cell count 20 µM	Siah-1 displacement	GPR35 arrestin U2OS	others
O=C1/C(=C/c2cccc(Cl)c2)CSc2sccc21	-2.9%	0.8%	-1%	0.6%	2%	1%	1.9	54	6%	-6%
CCOC(=O)C1=C(CC)Nc2ccccc2N/C1=N\S(=O)(=O)c1ccc2ccccc2c1	0.2%	8.3%	-2%	0.9%	11%	4%	0.1	66	2%	-14%
Cn1nccc1C(=O)Nc1ccc(S(=O)(=O)N2CCCC2)cc1	0.2%	1.3%	1%	-0.1%	10%	-7%	0.1	47	-1%	6%
O=C1NCC(COc2ccc(Cl)cc2)O1 (stereo unspecified)	0.3%	0.1%	6%	-0.4%	13%	-2%	0.2	48	-3%	6%
O=C(N1CCOCC1)C(F)(F)C(=O)N1CCOCC1	3.6%	2.6%	35%	0.2%	0%	-9%	2.6	43	2%	8%
COC(=O)c1ccc(CNC(=O)c2coc3ccccc3c2=O)cc1	0.5%	0.0%	-5%	-0.3%	18%	-8%	-1.2	36	-1%	-12%
C/C(=N\NC(=O)c1csc(C)c1C)c1ccco1	-0.3%	-2.3%	1%	-0.2%	9%	-13%	-2.0	78	-3%	-9%
COc1cc(CCC(=O)OCC(=O)Nc2c(F)cccc2F)cc(OC)c1OC	0.2%	0.3%	-22%	0.2%	10%	-11%	-0.7	55	3%	6%
COc1ccc(CNC(=O)C2CC(=O)N(C3CCCCC3)C2)cc1 (stereo unspecified)	0.0%	-1.5%	9%	0.2%	17%	-2%	-0.2	52	-6%	9%
COc1cc(CN2CCCC(N3CCN(c4ccccc4C)CC3)C2)ccc1O (stereo unspecified)	0.2%	0.6%	-20%	-0.2%	7%	-3%	0.4	49	-1%	-8%	Dengue-2 NS5 capping pilot replicate=-1.5
CCOc1ccccc1NC(=O)N1C2CCCC1CC(NC(=O)C1CC1)C2 (stereo unspecified)	-0.1%	3.2%	7%	0.1%	19%	-6%	-0.7	77	10%	-1%
CCc1ccc(Nc2n[n+](-c3ccccc3)c(-c3ccc(OCc4ccccc4)cc3)s2)cc1	0.5%	-0.7%	-10%	0.2%	20%	2%	9.5	96	16%	4%
CC(C)(C)OC(=O)NCCCC[C@H](NC(=O)c1[nH]cnc1C(=O)Nc1ccc(Cl)cc1)C(=O)OC(C)(C)C	2.8%	-0.3%	8%	0.6%	16%	-8%	24	99	-2%	-9%
COC(CNC(=O)c1cn(C)c2ccc(S(=O)(=O)N(C)C3CCCCC3)cc2c1=O)OC	0.0%	-0.8%	-2%	0.2%	27%	-6%	-0.8	71	-1%	9%
O=C(O)c1cccc(NS(=O)(=O)c2ccc3c(c2)C(=O)c2ccccc2C3=O)c1	-1.0%[50 µM]	4.8%	3%	-0.2%	-17%	16%	0.1	48	-4%	6%
Cc1nnsc1-c1nc2ccccc2[nH]1	1.2%	-1.6%	-2%	-0.3%	30%	1%	-1.3	90	0%	4%
CC(C)(C)NC(=O)C1CCN(S(=O)(=O)c2cccc(C(F)(F)F)c2)CC1	0.2%	-0.9%	13%	-0.4%	-4%	-3%	1.2	58	-1%	15%
O=C(C[n+]1cccc(O)c1)Nc1ccc(Br)cc1	-1.6%	-0.3%	5%	0.0%	-3%	-8%	0.7	44	5%	7%
Cc1cc(NC(=O)CCCn2nc([N+](=O)[O-])cc2C)no1	0.0%	0.4%	9%	-0.2%	11%	-10%	4.5	62	-3%	-22%
Cc1ccc(Cl)c(OCC(=O)Nc2cc(S(=O)(=O)N3CCOCC3)ccc2N2CCCC2)c1	-0.1%	-0.2%	3%	7.0%	-2%	-4%	1.5	58	-3%	4%
CCSc1nnc(CCNC(=O)OC(C)(C)C)o1	0.0%	1.1%	12%	0.0%	-1%	-8%	2.2	92	0%	3%
O=C(Cc1n[nH]c(=O)c2ccccc12)OCC(=O)N(Cc1ccccc1)Cc1ccccc1	-0.1%	-0.3%	-2%	-0.3%	0%	-13%	3.9	54	1%	-7%
CC1Cc2cc(S(=O)(=O)N3CCC(C(=O)N(C)Cc4ccco4)CC3)ccc2N1C(=O)C1CCC1 (stereo unspecified)	-0.1%	-0.4%	10%	-0.1%	2%	1%	1.1	73	5%	-4%

Grouped by structure, the compounds so far with a thiophene ring, fused or not
SMILES	UTI89 phage lysis	HIV peptide binding	GPR55 antagonists	GPR55 beta-arrestin	AID2073	Dengue-2 NS5 capping	NTR1 ag	NTR1 ag cell count 20 µM	Siah-1 displacement	GPR35 arrestin U2OS	others
Cc1cc(C)c2c(N)c(C(=O)c3ccccc3)sc2n1	.	3.1%	11%	0.4%	2%	.	2.0	53	-6%	-7%
Cc1ccc(C)c(C(C)NC(=O)Cc2cccs2)c1 (stereo unspecified)	-1.7%	0.3%	-4%	-0.1%	9%	2%	1.3	45	2%	8%
O=C1/C(=C/c2cccc(Cl)c2)CSc2sccc21	-2.9%	0.8%	-1%	0.6%	2%	1%	1.9	54	6%	-6%
C/C(=N\NC(=O)c1csc(C)c1C)c1ccco1	-0.3%	-2.3%	1%	-0.2%	9%	-13%	-2.0	78	-3%	-9%

An unsorted share of the library; about 1.2% have a hit in one of these screens.
